Assay outcomes (PubChem)
GDH-TPI counter = GDH-TPI coupled enzyme inhibition counter-screen; GDH-TPI coupled enzyme counterscreen, NADH absorbance; inhibition, % at 4.8 µM; 1.2% of 360,000 active; in the data active means inhibition above about 30%;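 further: 0% = DMSO wells and 100% = wells lacking the enzyme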
UGM FP inh = inhibitors of M. tuberculosis UDP-galactopyranose mutase; P9WIQ1; purified UGM, fluorescence polarization probe displacement; inhibition, % at 10 µM; 0.06% of 320,000 active; in the data active means inhibition above about 10%, passing the limit was not always enough
Target sequence (P9WIQ1 whole entry, looked up): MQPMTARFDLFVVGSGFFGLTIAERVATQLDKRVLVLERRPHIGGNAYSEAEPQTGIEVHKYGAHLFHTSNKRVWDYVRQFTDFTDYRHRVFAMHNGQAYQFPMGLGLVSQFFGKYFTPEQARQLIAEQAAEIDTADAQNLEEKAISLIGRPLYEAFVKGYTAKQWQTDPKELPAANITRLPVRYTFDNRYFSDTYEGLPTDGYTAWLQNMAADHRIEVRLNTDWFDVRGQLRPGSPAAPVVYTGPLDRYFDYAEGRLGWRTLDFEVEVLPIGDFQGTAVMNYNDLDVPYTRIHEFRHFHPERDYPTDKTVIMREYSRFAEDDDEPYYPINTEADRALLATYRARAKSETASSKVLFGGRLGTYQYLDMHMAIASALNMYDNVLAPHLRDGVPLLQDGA
FBA Mtb inh = Mtb fructose-bisphosphate aldolase inhibition | P9WQA3 | purified M. tuberculosis FBA, fluorescence read-out | inhibition, % at 1 µM | 2.3% of 360,000 active | AID 588726; in the data active means inhibition above about 27%;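 further: 0% = vehicle and 100% = reference inhibitor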
Target sequence (P9WQA3 whole entry, looked up): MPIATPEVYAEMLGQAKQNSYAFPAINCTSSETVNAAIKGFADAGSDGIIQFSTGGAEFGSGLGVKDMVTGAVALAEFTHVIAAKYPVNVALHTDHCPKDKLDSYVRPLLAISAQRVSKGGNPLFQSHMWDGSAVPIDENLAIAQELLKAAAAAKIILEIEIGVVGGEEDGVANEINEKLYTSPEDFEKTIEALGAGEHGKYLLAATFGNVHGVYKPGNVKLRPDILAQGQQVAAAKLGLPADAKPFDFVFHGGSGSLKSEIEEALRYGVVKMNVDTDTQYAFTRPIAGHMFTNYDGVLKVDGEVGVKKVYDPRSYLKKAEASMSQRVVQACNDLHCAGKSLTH
FadD28 binding = blocks FadD28 binding to the bisubstrate probe. inhibition, % at 12.5 µM. 0.22% of 360,000 active. fluorescence polarization; in the data active means inhibition above about 8.5%, passing the limit was not always enough
Mtb BioA inh = BioA (M. tuberculosis) enzyme inhibition | purified M. tuberculosis BioA enzyme, plate reader | inhibition, % at 9.99 µM | 0.096% of 360,000 active | AID 602481; in the data active means inhibition above about 40%
Yp Topo-I inh = Y. pestis Topo-I inhibition via cleavage products | 0.064% of 360,000 active | activity, % at 10 µM | Y. pestis Topo-I cleavage product accumulation, plate reader; in the data active means activity above about 50%, passing the limit was not always enough; further: inactives centre near 2
Vc quorum ag = inducers of Vibrio cholerae quorum light production without autoinducers; activation, % at 18.7 µM; V. cholerae BH1578 lux reporter, luminescence, 6 h; 0.16% of 350,000 active; in the data active means activation mostly above about 9.7%, no sharp cut-off; further: not every result past the cut was called active; inactives centre near 0; reference of the scale not given here
TcdB GH inh = TcdB glycohydrolase inhibition; P18177; TcdB glycohydrolase enzymatic assay, plate reader; 0.24% of 350,000 active; AID 652162; inhibition, % at 9.99 µM; in the data active means inhibition above about 10%
PfHsp40 yeast = compounds rescuing yeast from Plasmodium falciparum HSP40 toxicity. S. cerevisiae expressing PfHsp40, growth rescue, ATP luminescence. AID 504582. growth rescue, % at 12.5 µM. 0.68% of 340,000 active; in the data active means growth rescue above about 28%, passing the limit was not always enough;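 further: yeast W303a lacking pdr1 and pdr3 grown in galactose medium; growth measured after three days at 30 °C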
* = called active by the depositor; i = inactive; . = not tested or not shown; & = joins results of further samples.

cpd	Structure	UGM FP inh	FBA Mtb inh	TcdB GH inh	FadD28 binding	Mtb BioA inh	PfHsp40 yeast	Vc quorum ag	Yp Topo-I inh	GDH-TPI counter
1	CC1(C)CC(=O)C2=C(C1)OC(N)=C(C#N)[C@@H]2c1ccccc1[N+](=O)[O-]	2.7	16.4	6.5	-1.4	-1.3	-0.1	-0.2	-4.5	6.9
2	CCn1c(SCC(=O)Nc2ccc(C(C)=O)cc2)nc2nc3c(cc2c1=O)COC(C)(C)C3	-2.3	-1.5	-0.5	-3.6	.	0.2	i	0.0	-4.2
3	CCN(CC)C(=O)C1CCCN(Cc2ccccc2F)C1 (centres undefined)	1.0	0.2	.	-3.0	1.3	-0.7	-0.3	1.5	-2.4
4	CCc1ccc(/C=C2\SC(=S)N(CCCC(=O)Nc3ccccn3)C2=O)cc1	0.6	-1.6	.	-0.1	.	1.1	i	-3.5	15.2
5	CNc1ncc(C(=O)c2ccc(Cl)cc2)s1	0.5	-1.8	.	-0.1	-0.3	-1.2	-0.4	3.1	46.8*
6	O=C(c1cc[n+]([O-])cc1)N1CCCC(N2CCN(c3cccc(C(F)(F)F)c3)CC2)C1 (centres undefined)	3.8	-1.4	-7.0	-2.8	-1.0	-0.6	-0.8	9.8	0.3
7	CCOC(=O)c1cc(NC(=O)c2cccnc2)ccc1N1CCOCC1	-0.4	-1.6	0.7	-1.6	.	-1.1	i	-0.2	-4.4
8	OC(c1ccc(F)cc1)c1ncc(-c2cccc3ccccc23)[nH]1 (centres undefined)	.	48.9*	1.8	-3.9	0.2	.	i	-8.1	-3.6
9	CSCC[C@H](NC(=O)OCc1ccccc1)C(=O)O	0.0	2.6	.	1.9	-0.6	-0.1	-0.3	-9.0	1.2
10	CN(c1nc2c(c(=O)n(C)c(=O)n2C)n1CC(=O)c1ccccc1)C1CCCCC1	-1.3	1.9	.	-2.7	3.6	0.1	i	14.4	-0.4
11	CC1=C(C(=O)Nc2ccccc2)C(c2ccco2)NC(=S)N1 (centres undefined)	-3.0	1.0	.	-1.7	-0.3	-1.3	1.9	3.5	-3.0
12	C[C@H](CO)N1C[C@H](C)[C@@H](CN(C)C(=O)Nc2ccc(C(F)(F)F)cc2)Oc2ccc(NC(=O)C3CC3)cc2C1=O	.	3.3	2.1&2.0	-1.3	8.1&0.5	4.9	i	-7.5	12.7
13	CCc1ccc(NC(=O)Nc2ccon2)cc1	-1.9	-1.1	-0.3	0.8	0.6	-1.0	-0.8	-1.5	-2.1
14	Cc1nnc(NC(=O)C23CC4CC(CC(C4)C2)C3)s1	-0.1	2.7	1.3	-1.6	-1.3	0.2	i	1.1	-4.6
15	COc1cccc(C(=O)Nc2cccc(NC(=O)c3cccs3)c2)c1	1.7	-0.6	0.4	-8.4	3.1	1.7	2.8	-5.2	10.4
16	COC(=O)c1ccccc1NC(=O)Nc1cnccn1	0.3	4.5	.	2.4	-1.0	-0.8	.	2.6	-0.3
17	Cc1ccc(C(c2ccc(C)c(C)c2)C(O)C2OC(=O)C(O)C2O)cc1C (centres undefined)	.	3.4	1.3	-2.4	.	0.7	i	6.9	8.6
18	COc1cc(CCN)ccc1O	-2.2	-2.1	-4.2	-2.9	0.2	-0.9	-2.8	9.6	7.8
19	CCOC(=O)c1cnn2c(C)cc(-c3ccccc3)nc12	-0.7	53.7*	.	-1.9	.	0.7	-0.7	3.1	17.4
20	O=C(CSc1ncn[nH]1)Nc1ccccc1Sc1ccc(Cl)cc1	1.4	-0.1	.	-7.9	2.5	0.3	.	-11.4	5.2
21	CCCCNC(=O)C1(C)CCN1Cc1cccc2c(OC)cc(C(=O)OCC)cc12 (centres undefined)	.	2.3	0.2	-1.7	1.2	.	i	37.4	12.0
22	CC(=O)Nc1ccc(S(=O)(=O)NCc2ccc(C)cc2)cc1	-0.6	-2.5	.	-1.3	-0.6	-0.3	-1.9	-2.5	-4.6
23	COc1ccccc1-n1cc(C(=O)NCC(=O)N2CCN(c3ccccn3)CC2)c2ccccc2c1=O	2.9	-0.4	1.3	-3.3	.	2.1	-0.4	16.1	-6.3
24	Cc1nn(Cc2cccc(F)c2)c(C)c1NC(=O)c1ccc(COc2ccccc2Cl)cc1	2.0	-0.5	.	-0.2	4.2	0.7	i	8.0	-0.5
25	N#Cc1ccccc1OCC(=O)NNC(=O)CCC1CCCC1	-0.2	2.7	-6.9	-1.3	-2.8	1.0	i	0.3	0.0
26	C(=C\c1ccccc1)/CN1CCN(C(CCc2ccccc2)c2nnnn2C2CCCC2)CC1 (centres undefined)	.	2.2	1.1	-1.2	9.5	.	.	.	.
27	Cc1ccc(C)c(OCCC(=O)OCc2csc(CC(=O)Nc3ccccc3C)n2)c1	.	-2.2	0.0	-5.9	-1.0	0.8	0.9	45.6	-4.6
28	O=C(NC1CCCC1)c1cc(-c2ccc(Cl)cc2Cl)on1	0.6	0.5	0.6	1.0	-4.0	-0.4	-0.2	-5.2	-3.9
29	Cc1nc2c(C#N)cnn2c2c1CCN(Cc1ccccc1)N2C	0.9	6.7	2.1	-0.2	-3.4	0.6	-0.5	-2.2	43.9*
30	CC1=CC(C)(C)N(C(=O)CSc2nnc(N)s2)c2cc(C)c(C)cc21	-1.6	1.0	.	-2.0	1.3	0.4	i	14.3	9.8
31	O=C(O)c1cc(S(=O)(=O)Nc2ccc3cn[nH]c3c2)ccc1O	1.3	-1.6	-0.3	-3.0	1.2	-0.9	2.1	-5.9	2.8
32	Cc1ccc(NC(=O)COC(=O)C2CCN(c3ccc(C(F)(F)F)cn3)CC2)cc1	3.1	2.3	1.9	-2.1	0.0	1.5	i	14.3	2.5
33	COc1ccc(CCN2CC(C(=O)NCc3cccc(F)c3)CCC2=O)cc1 (centres undefined)	.	-2.1	-1.0	-3.7	-0.3	.	-1.1	9.9	5.4
34	C[C@]12CC[C@H](O)CC1=C[C@H](O)C1C2CC[C@@]2(C)C1CC[C@@]2(O)C#Cc1ccc(CN)cc1 (some centres undefined)	.	-0.9	1.4	-5.7	.	-0.1	.	5.0	0.9
35	O=C(Nc1ccc(S(=O)(=O)N2CCCC2)cc1Cl)C1=COCCO1	-3.9	-1.5	.	-2.3	-0.5	-1.6	i	-2.9	8.3
36	COCCCNC(=O)COC(=O)c1ccc(-c2nc3ccccc3s2)s1	2.7	79.4*	0.3	-4.4	1.1	-4.0	-0.3	19.3	23.7
37	Cc1ccc(O)c(NC(=O)c2ccc3c(c2)C(=O)N(CC(C)C)C3=O)c1	-0.6	0.5	0.1	0.3	2.8	0.9	0.3	-3.6	25.2
38	O=C(NC(=S)N1CCc2ccccc21)c1ccccc1	2.8	1.6	.	-5.6	.	3.7	-0.5	-7.1	3.0
39	O=C(CSc1ncn[nH]1)Nc1ccc(Br)cc1Br	1.3	-0.1	-0.2	.	1.7	1.0	3.4	-2.3	0.4
40	Cc1ccccc1C(=O)Nc1ccc2c(c1)OCO2	-1.1	-3.2	.	-4.6	-0.3	-0.3	.	3.9	-11.2

Arranged by SMILES length (descending): 3 of the compounds above.
cpd	Structure	UGM FP inh	FBA Mtb inh	TcdB GH inh	FadD28 binding	Mtb BioA inh	PfHsp40 yeast	Vc quorum ag	Yp Topo-I inh	GDH-TPI counter
37	Cc1ccc(O)c(NC(=O)c2ccc3c(c2)C(=O)N(CC(C)C)C3=O)c1	-0.6	0.5	0.1	0.3	2.8	0.9	0.3	-3.6	25.2
33	COc1ccc(CCN2CC(C(=O)NCc3cccc(F)c3)CCC2=O)cc1 (centres undefined)	.	-2.1	-1.0	-3.7	-0.3	.	-1.1	9.9	5.4
31	O=C(O)c1cc(S(=O)(=O)Nc2ccc3cn[nH]c3c2)ccc1O	1.3	-1.6	-0.3	-3.0	1.2	-0.9	2.1	-5.9	2.8

Continued.
cpd	Structure	UGM FP inh	FBA Mtb inh	TcdB GH inh	FadD28 binding	Mtb BioA inh	PfHsp40 yeast	Vc quorum ag	Yp Topo-I inh	GDH-TPI counter
41	CCc1nc2ccc(C(=O)NCCc3c[nH]c4ccccc34)cn2c1N(C=O)CCC(C)C	.	0.4	0.6	-3.0	-0.9	.	-0.3	-2.1	-6.4
42	CNc1c(-n2cc(C(=O)OC)c(C(=O)OC)c2C(=O)OC)c(=O)n(C)c(=O)n1C	4.0	2.6	-7.5	-1.9	9.1	-1.1	-0.7	-2.4	14.4
43	OCC[C@H]1C[C@H](O)[C@@H](O)[C@@]2(CCc3ccccc3CO2)O1	3.7	-3.6	-0.1	-2.1	-0.6	-0.8	1.3	8.7	-13.8
44	Cc1ccc(C(=O)OCC(=O)NC(C)C2CC3CCC2C3)cc1N (centres undefined)	2.4	1.5	0.6	-0.3	-0.2	0.0	-0.3	6.4	1.3
45	NNC(=O)COc1ccc(C2SCCS2)cc1	-2.0	3.2	1.4	-1.1	.	-1.2	-1.5	-4.7	6.5
46	COc1ccc(C2=NN(C(=O)c3cccs3)C(c3ccc(OC)cc3)C2)cc1 (centres undefined)	1.0	0.9	0.1	-6.4	.	-1.1	-0.3	30.4	16.4
47	Cc1ccc(C(=O)N2CCN(S(=O)(=O)c3ccc(C)c([N+](=O)[O-])c3)C2)cc1	1.8	0.0	1.2	-3.9	.	-2.4	-0.2	-10.0	0.0
48	Cc1cc2cc(CN(CCCN3CCOCC3)C(=O)NC3CCCCC3)c(=O)[nH]c2cc1C	-1.3	4.5	.	-4.4	-1.7	0.4	-2.4	-2.6	10.3
49	CC(C)n1c(=O)c2ccccc2n1Cc1cn(CCc2c[nH]c3ccccc23)nn1	.	5.0	0.4	-4.4	-0.2	.	.	.	.
50	CCC1CCCCN1CCCNC(=O)CC1Oc2ccccc2NC1=O (centres undefined)	2.6	0.7	0.0	-0.9	-0.7	-1.4	-0.2	-2.2	6.2
51	COCCCNCC(O)C(F)(F)F (centres undefined)	0.1	-1.1	-0.2	-1.1	.	0.4	-0.3	-2.7	10.5
52	Cc1ccc(C2CCN(C(=S)NC(C)C)C2)cc1 (centres undefined)	2.1	-0.4	0.8	-2.4	1.8	1.1	-0.2	6.9	-11.5
53	CCC(=O)Nc1cc(=O)[nH]c2ncnn12	-0.4	-0.5	.	-0.3	-1.1	0.2	-2.1	-0.1	4.6
54	C=CC(=O)N1CCCC(Nc2nc(Nc3ccc(N(C)C(=O)CC)cc3C)nc3nc[nH]c23)C1 (centres undefined)	0.5	-0.6	-23.1	-1.2	-2.1	0.3	i	5.8	8.5
55	O=C(CCNS(=O)(=O)c1c(Cl)cccc1Cl)N1CCCC1	-0.3	4.2	0.6	0.9	-0.5	-0.5	i	-1.9	4.2
56	CCn1c(CNc2nc(-c3ccccc3)cs2)nnc1SCC(=O)NCc1ccccc1	0.8	0.6	.	-3.2	2.7	1.2	-0.3	14.6	5.5
57	Cc1nc(C)c(-c2csc(NCc3ccco3)n2)s1	1.3	0.1	0.5	-1.9	0.2	-0.3	-0.6	-2.0	-0.8
58	Cc1cccc(Cn2c(N3CCCCC3C)nc3c2c(=O)[nH]c(=O)n3C)c1 (centres undefined)	1.8	0.2	3.1	-1.5	1.1	-0.2	-0.3	18.3	4.3
59	COc1cccc(CSc2nnc(-c3ccncc3)n2N)c1	-1.2	0.6	0.4	.	0.1	44.9*	i	9.9	5.7
60	Cn1nnnc1Sc1ncnc2scc(-c3ccc([N+](=O)[O-])cc3)c12	4.0	-2.0	-1.0	-2.8	5.1	1.0	i	2.7	8.3
